HSP90 inh: HSP90 refolding inhibition in rabbit reticulocyte lysate; luciferase refolding luminescence, 3 h; inhibition, % at 5.6 µM; actives 0.91% (n = 290,000);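 active = inhibition above the screen-wide mean plus 3 SD, computed separately per campaign, cut at about 16% in these data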;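 note: 0% = DMSO wells and 100% = 60 µM geldanamycin wells; inhibitors lower the luminescence because luciferase stays unfolded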
PolyA inh: blocks polyadenylation in yeast reporter cells. AID 1875. actives 0.02% (n = 300,000). S. cerevisiae SKY197-pL101 polyadenylation reporter, beta-gal luminescence; efflux-impaired pdr1/pdr3 knockout yeast; score 100 = 6 SD above DMSO. calls only at 12 µM;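 active = lowest replicate activity score at least 50, where 100 means six control SD above control mean; inconclusive = lowest score under 50 but half or more replicates reach 50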;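 note: yeast exposed to compound for 9 h at 30 °C; higher score means more reporter readthrough which indicates perturbed polyadenylation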
HDAC3 inh: blocks human histone deacetylase 3; O15379; recombinant HDAC3, fluorogenic peptide/trypsin coupled, fluorescence; inhibition, % at 8.3 µM; actives 0.15% (n = 320,000); AID 2718; in the data active = inhibition above about 26%, passing the limit was not always enough; inconclusive = no clear call, values can overlap the other calls
HSF1 inh: HSF1 inhibition. actives 0.77% (n = 300,000). activity change, negative = inhibition, % at 7.5 µM (by protocol). AID 2098. NIH3T3-HGL HSE-luciferase, MG132-induced, luminescence 8 h; stronger effect = lower value;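 active = more than half of replicate wells show activity change below -50%, luminescence cut by over half; inconclusive = some wells, but at most half, below -50%; inactive = no replicate well below -50%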;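 note: luciferase reports HSF-1 transcriptional activity via heat shock element; 0% = median of DMSO wells and -100% = zero luminescence signal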
HSF-1 act: increases HSF-1 driven luciferase reporter signal | NIH3T3-HGL HSF-1 luciferase reporter, MG132, 8 h; 100% = twice DMSO control signal | activation, % at 9 µM | actives 1.7% (n = 300,000) | AID 504408;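 active = mean replicate activation of at least 50% with a set share of replicates each reaching 50%; inconclusive = only one of those two conditions met; inactive = mean below 50% and too few replicates reaching it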;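 note: 0% = median of the neutral control wells and 100% = twice that signal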
Platelet DG rel: modulates dense granule release in human platelets; human platelet-rich plasma, SFLLRN dense granule ATP release, luminescence; inhibition, %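 (compounds screened at 7.5 µM in platelet-rich plasma)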; actives 0.22% (n = 300,000);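 active = mean replicate score, as percent of positive control, at or above 50; inconclusive = mean below 50 but at least one replicate at or above 50; inactive = mean and every replicate below 50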
GSK3B inh: inhibitors of human GSK3beta kinase. P49841. actives 0.038% (n = 300,000). activity score (negative = inhibition), % at 10 µM. GST-GSK3beta kinase, ADP-Glo luminescence, 60 min; stronger effect = lower value;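 active = more than half of replicate wells score below -50%, meaning over 50% inhibition versus plate controls; inconclusive = some replicates but at most half score below -50%; inactive = no replicate scores below -50%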;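 note: 0% = median DMSO wells and -100% = median GW8510 positive control wells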
Target sequence (P49841 whole entry, looked up): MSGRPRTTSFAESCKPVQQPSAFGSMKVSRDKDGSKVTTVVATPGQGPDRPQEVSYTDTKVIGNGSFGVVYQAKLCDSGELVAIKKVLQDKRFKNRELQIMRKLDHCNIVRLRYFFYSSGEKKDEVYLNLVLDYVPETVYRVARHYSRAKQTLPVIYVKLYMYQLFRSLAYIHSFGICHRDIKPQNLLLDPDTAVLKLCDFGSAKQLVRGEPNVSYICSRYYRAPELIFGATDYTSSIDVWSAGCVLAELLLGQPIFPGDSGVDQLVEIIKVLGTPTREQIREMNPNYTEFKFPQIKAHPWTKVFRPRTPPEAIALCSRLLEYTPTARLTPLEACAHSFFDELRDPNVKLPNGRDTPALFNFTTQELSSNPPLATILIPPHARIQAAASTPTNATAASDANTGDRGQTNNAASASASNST
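test system = GST-tagged human GSK3beta kinase, cell-free | reagent = 25 µM ATP with peptide substrate | dosing = one dose of 10 µM per compound | schedule = 60 min reaction, RT | detection = luminescent ADP-Glo measurement of ADP formed | control set = DMSO neutral wells and GW8510 at 20 µM as positive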
AI-2 QS modul: modulators of Vibrio harveyi AI-2 quorum sensing system; Vibrio harveyi JMH597 AI-2 luminescence/OD600 ratio, 9 h; stronger effect = lower value; strain lacks LuxN and CqsS sensors; 0 = neutral-control median; activity change, % at 7.5 µM; actives 0.4% (n = 300,000); in the data active = activity change below about -75%, passing the limit was not always enough; inconclusive = no clear call, values can overlap the other calls;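 note: luminescence divided by OD600 gain over 9 h not by final OD600 alone; inactives centre near 13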
GSK3 alpha inh: blocks human GSK-3 alpha kinase | inhibition, % at 10 µM | ADP-Glo luminescence, 60 min | P49840 | actives 0.1% (n = 320,000);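 in the data active = inhibition above about 50%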;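 note: GST-tagged GSK-3 alpha with peptide substrate and 25 µM ATP; 0% = DMSO neutral wells and 100% = GW8510 positive control wells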
Target sequence (P49840 whole entry, looked up): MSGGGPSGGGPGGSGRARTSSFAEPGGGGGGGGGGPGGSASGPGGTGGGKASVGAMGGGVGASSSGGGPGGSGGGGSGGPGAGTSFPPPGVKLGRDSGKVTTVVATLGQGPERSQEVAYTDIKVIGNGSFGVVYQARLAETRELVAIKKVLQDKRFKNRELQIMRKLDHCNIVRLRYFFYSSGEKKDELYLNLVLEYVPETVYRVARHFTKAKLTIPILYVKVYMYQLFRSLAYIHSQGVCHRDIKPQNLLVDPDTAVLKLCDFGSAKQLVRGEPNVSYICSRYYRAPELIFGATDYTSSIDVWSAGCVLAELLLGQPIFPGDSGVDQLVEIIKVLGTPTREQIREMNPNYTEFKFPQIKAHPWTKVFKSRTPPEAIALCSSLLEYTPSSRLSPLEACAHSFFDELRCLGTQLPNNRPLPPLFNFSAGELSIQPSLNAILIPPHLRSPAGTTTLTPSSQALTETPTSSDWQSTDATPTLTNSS
Dyrk1A ADPGlo: inhibitors of rat Dyrk1A kinase. ADP-Glo luminescence, NFATc1 peptide. inhibition, % at 12.5 µM. actives 0.43% (n = 310,000). AID 504441; in the data active = inhibition above about 50%;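 note: plate controls were vehicle with enzyme for no effect and no enzyme for full effect; many of its hits are not listed in these tables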
Active calls of the source: *; i = inactive; ? = inconclusive; . = not tested or not shown.

SMILES	HSP90 inh	PolyA inh	HDAC3 inh	HSF1 inh	HSF-1 act	Platelet DG rel	GSK3B inh	AI-2 QS modul	GSK3 alpha inh	Dyrk1A ADPGlo
CO/N=C(/CS(=O)Cc1ccc(Cl)cc1)c1ccc(Cl)cc1 (centres undefined)	1	i	14	13	14	10	4	10	-2	-1
O=C(O)CCCN1C(=O)/C(=C\c2ccc(-c3nc4ccccc4s3)o2)SC1=S	3	i	8	6	22	-2	4	14	-5	-10
CCOc1ccc(NC(=O)CN(C)CC(=O)Nc2cccc(Cl)c2C)cc1OCC	2	i	10	15	10	-3	-3	7	0	-3
COc1ccc(Cl)cc1C(=O)Nc1cccc2ncccc12	-3	i	-8	12	24	-8	-1	-22	.	8
COc1cccc(CNC(=O)CCn2ccc3cc(S(=O)(=O)N4CCC(C)CC4)ccc32)c1	3	i	-8	8	4	-2	0	11	1	-4
OC(COc1ccc(Cl)cc1)CSc1ccccn1 (centres undefined)	1	i	1	14	21	-1	-2	-3	-1	-6
CCn1c2ccccc2c2cc(NC(=O)c3cccc([N+](=O)[O-])c3C)ccc21	-4	i	5	2	4	-5	6	35	0	-9
CCOc1cc(N2CCOCC2)c(OCC)cc1NC(=O)COc1ccccc1[N+](=O)[O-]	3	i	5	-2	4	5	0	20	0	-10
COCCCNC(=O)CCCn1c(=O)c2ccccc2n(CC(=O)Nc2c(C)cc(C)cc2C)c1=O	-1	i	2	5	9	-3	5	1	-1	-2
c1ccc(CNc2ncnc3sc4c(c23)CCC4)nc1	0	i	-7	-5	-6	-21	3	23	3	20
O=C(Nc1cc2c(cc1Br)OCCCO2)c1ccccc1	-4	i	4	5	21	-4	-4	12	-2	-4
Cc1ccc(NS(C)(=O)=O)c(C(=O)c2ccccc2)c1	1	i	12	2	8	2	1	23	-1	-9
COc1cc(CNc2ccc(S(N)(=O)=O)cc2)ccc1OCC(=O)NC1CCCCC1	0	i	?	22	31	-5	0	17	1	-49
CCc1nc2ccc(C(=O)N3CCN(CC)CC3)cc2nc1CC	-2	i	2	0	-2	3	-2	29	-3	4
N#Cc1ccccc1N=Cc1ccc(Br)cc1	2	i	2	7	14	-4	-1	28	-2	-1
Cc1c(Cl)cccc1NC(=O)Nc1cc(C(C)(C)C)on1	6	i	5	-24	-25	3	-2	-9	3	1
CCOC(=O)C1CCCN(C(=S)Nc2ccc(Nc3ccccc3)cc2)C1 (centres undefined)	5	i	9	16	10	7	5	9	0	-1
O=C(/C=C/c1ccc(-c2ccccc2)cc1)NCc1cccnc1	1	i	-2	10	48	-1	1	22	-3	3
COc1cc(CCc2ccc3c(c2)OCO3)oc(=O)c1	.	i	9	13	14	-1	-3	-21	0	8
CCn1cc(C(=O)N[C@H](C(=O)NCCCOC)C(C)C)c(=O)c2cc3c(cc21)OCO3	-2	i	3	-5	-22	12	2	15	-1	-2
CN1CCN(Cc2cc(=O)oc3cc4c(cc23)CCC4)CC1	3	i	-4	-2	3	4	2	8	-1	5
COc1cccc(O[C@@H]2O[C@@H]3COC(C)(C)O[C@H]3[C@H](O)[C@H]2NC(C)=O)c1	1	i	8	-9	-3	8	5	21	0	5
O=C(Nc1ccnn1C1CCN(Cc2ccccc2)CC1)C1CCCC1	2	i	5	-6	22	-6	-3	11	0	-6
CCCCNC(=S)NCc1ccc2c(c1)cc(C)n2C	-6	i	4	3	15	2	-1	20	4	-1
O=C(Nc1cccc(-c2cn3c(n2)SCC3)c1)c1ccc(Br)o1	-1	.	0	.	.	.	-3	9	2	13
COC(=O)CN(c1cc([N+](=O)[O-])ccc1OC)S(C)(=O)=O	-2	i	0	-5	-15	-7	-8	-8	-1	4
COc1cc(CNCCc2ccccc2)ccc1OCC(=O)NC(C)(C)C	-2	i	1	-3	12	-5	-1	28	22	-3
CCOC(=O)C1CCN(Cc2ccc(F)cc2)CC1	3	.	-2	.	.	.	.	.	4	2
Cn1nc(-c2ccccc2)c(CSc2ccccc2Cl)c1Cl	3	i	-3	-8	-13	0	2	35	4	1
COCCn1c(C)cc(/C=C2\NC(=S)N(C)C2=O)c1C	-2	i	3	1	5	8	-1	16	6	6
CCn1c(C)nc2cc(C(=O)OCCC(F)(F)F)ccc21	-1	i	4	-3	2	-70	2	4	-1	-3
Cc1noc(C)c1S(=O)(=O)Nc1ccccc1N1CCOCC1	-1	i	-1	-8	-10	-4	2	26	-2	0
CC(C)CCN=Cc1c(O)n(-c2ccccc2)c(=O)c2ccccc12	-2	i	0	8	28	2	-12	6	9	11
Cc1ccc(C(C)NC(=O)c2cc(C)oc2C)cc1 (centres undefined)	0	i	0	-2	0	-2	-1	27	-2	-4
O=C(c1cnccn1)N1CCCC(N2CCN(c3cccc(Cl)c3)CC2)C1 (centres undefined)	-2	i	1	0	19	-2	-7	5	-2	0
Cc1ncc([N+](=O)[O-])n1CC(=O)Nc1ccc(F)cc1F	-2	i	6	-1	-1	17	2	3	-4	0
COc1ccccc1-n1c(C)nc2cc(C(=O)NCc3ccc4c(c3)OCO4)ccc21	-2	i	-2	15	30	13	1	4	-3	3
CCCn1c(SCC(=O)NCc2ccc(F)cc2)n[nH]c1=O	2	i	?	-3	2	0	0	5	3	0
Cc1cccc(OCC(=O)Nc2ccncc2)c1C	-3	i	0	-68*	-75	0	-7	26	2	12
CN(Cc1ccccc1)S(=O)(=O)c1ccc2[nH]cc(C(=O)NCC3CCCO3)c(=O)c2c1 (centres undefined)	2	.	4	.	.	.	.	.	-2	3
Cc1ccc(CSCC(=O)N(C)CC(=O)Nc2cccc(F)c2)cc1	.	i	-2	0	5	12	0	29	0	4
Cn1c(NC(=O)/C=C\c2ccccc2)cc(=O)n(C)c1=O	-2	i	-9	2	15	-2	-3	20	-1	-7
O=S(=O)(Nc1cccc(-c2ccc3nncn3n2)c1)c1cccs1	-1	i	1	1	8	0	-1	30	0	4
CCN(CC)C(=O)c1sc(N2C(=O)Nc3ccccc3N2O)c(C(=O)OC)c1C	-2	i	-4	-2	3	-13	-1	-21	1	3
O=C(NCc1cccs1)c1cc(-c2ccccc2)nc2ccccc12	-8	i	.	11	26	19	0	17	.	-2
COc1cccc(NC(=O)c2ccc3c(O)c(S(=O)(=O)c4ccccc4)c(=O)[nH]c3c2)c1	-1	i	-1	3	11	1	8	-8	3	26
N#C/C(=N\Nc1ccc(F)cc1)C(=O)C1CC1	1	i	8	1	2	4	-2	12	-1	.
O=C(Nc1ccc(Cl)cn1)c1ccc(COc2ccccc2Br)o1	0	i	10	-6	-8	2	-1	0	-4	-1
CCCCCC(=O)Nc1nc(C)c(-c2csc(Nc3ccccc3OCC)n2)s1	6	i	1	-1	2	1	-4	11	-1	2
Cc1csc2nc(O)c(C(=O)NC3CCCCC3)c(=O)n12	.	.	-3	4	9	4	4	43	1	2
Cc1cccc2cc(C#N)c(N3CCC(O)CC3)nc12	-1	i	5	-1	8	-3	-3	-1	10	.
COc1ccc(N(CC(=O)N/N=C/c2ccccc2F)S(=O)(=O)c2ccccc2)cc1	-1	i	10	3	16	3	-2	9	1	-4
O=S(=O)(c1ccc(Cl)cc1)c1cnc2ccccc2n1	-4	i	3	10	22	-9	-1	-36	1	-1
CCOC(=O)C1(Cc2ccccc2)CCCN(Cc2cnn(CC)c2)C1 (centres undefined)	3	i	-2	-5	-5	-3	0	-12	-1	-7
COc1ccccc1N=Nc1c(C)n[nH]c1C	2	i	7	-9	3	23	0	11	2	19
COc1ccccc1-c1noc2ncnc(Nc3ccccc3C)c12	-3	i	-1	-1	-6	0	-6	26	0	14
O=C(NN1C(=O)C2C3CCC(O3)C2C1=O)c1ccc(Cl)cc1 (centres undefined)	0	i	-1	2	1	-8	9	66	-2	12
CCc1n[nH]c(=S)n1/N=C/c1cc(Br)c(OC)cc1OC	-6	i	-3	-6	-6	-8	-7	19	0	1
CCCc1[nH]c(=O)c(C#N)c2c1CCCC2	1	i	4	2	13	5	2	2	-1	0
COC(=O)CSc1nnc2cc(C)c3ccccc3n12	0	i	-7	2	-18	3	1	10	0	3
Next section:
SMILES	HSP90 inh	PolyA inh	HDAC3 inh	HSF1 inh	HSF-1 act	Platelet DG rel	GSK3B inh	AI-2 QS modul	GSK3 alpha inh	Dyrk1A ADPGlo
Cc1nn(C(C)(C)C)c(OC(=O)c2ccco2)c1Sc1ccccc1	-2	i	?	-2	-8	-2	-1	31	-1	3
O=C(CCNS(=O)(=O)c1ccc(Br)cc1)NCc1ccco1	.	i	.	-2	-3	20	-1	12	.	-3
O=C(Nc1ccccc1)c1ccc(CSc2ncccn2)cc1	-1	i	-3	55	87*	-3	0	11	28	-1
O=C(COC(=O)Cn1cnc2ccccc21)Nc1cc2c(cc1Cl)C(=O)c1ccccc1C2=O	-3	i	-2	52	74*	-1	1	14	0	4
CCOc1ccc(N(CC(=O)Nc2ccc(C)c(F)c2)C2=NC3CS(=O)(=O)CC3S2)cc1 (centres undefined)	-6	i	-2	18	27	-11	-1	29	0	.
CC(=O)c1cccc(NC(=S)NC(=O)c2cccc(C)c2)c1	-7	i	1	24	64*	-2	0	-42	-2	15
CCC(C)NC(=S)Nc1ccc(F)cc1 (centres undefined)	-1	i	1	-1	12	10	-1	-2	-2	-5
C=CCNC(=O)CN(c1ccc(F)cc1)S(=O)(=O)c1ccc(OC)cc1	-3	.	1	.	.	.	.	.	-1	-1
CC1(C)CC(=O)C2=C(C1)N(CCN1CCOCC1)C1=C(C(=O)CC(C)(C)C1)C2c1ccc(Cl)cc1	2	i	.	-4	-8	1	-1	11	0	3
CC(/C=C/c1ccc2c(c1)OCO2)=N/NC(=O)COc1ccc(C)cc1	4	i	.	0	33	13	5	14	0	4
CN(Cc1ccccc1)C1CC(=O)N(c2ccc(C(=O)O)cc2)C1=O (centres undefined)	-1	i	3	-5	-13	-6	2	9	-1	6
Oc1ccc(Cl)cc1/C=N/c1nc2ccccc2[nH]1	3	.	3	-3	-13	1	1	6	-1	-7
Cc1cccc(NS(=O)(=O)c2ccc(-c3ccc(=O)[nH]n3)o2)c1	1	i	5	-3	-13	-9	1	-1	-4	7
COc1ccccc1NC(=O)c1ccc(NS(C)(=O)=O)cc1	-2	i	-3	1	10	-1	3	23	-1	-3
CCc1sc(C(=O)Nc2ccc3c(c2)OCCO3)cc1Br	-4	i	9	25	43	-4	-2	40	1	.
CC(C)(C)S(=O)(=O)c1cnc(N2CCCC2)nc1N	2	i	5	1	8	-2	1	15	1	-5
Cc1ccc(S(=O)(=O)CC(=O)N(CCCN(C)C)c2nc3ccc(C)cc3s2)cc1	.	.	.	-33	-39	-7	2	29	.	9
CNS(=O)(=O)c1ccc(NS(=O)(=O)c2ccccc2F)cc1	0	i	0	1	-5	-4	0	29	-4	-1

These rows are one share of the data; count on the stated rates, not on these rows.
